# LAP4 TOR yeast: alters LAP4-GFP fluorescence in TOR pathway yeast screen. 0.34% of 320,000 active. GFP response vs DMSO, % at 10 µM. S. cerevisiae LAP4-GFP multiplex, flow cytometry GFP, 3 h; median GFP as percent of DMSO wells. AID 2023;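 active = GFP response vs DMSO above a set limit, about the screen mean plus 3 SD, cut at about 150% in these data; inconclusive = under 70 cell events counted for the yeast strain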
# RPL19A-GFP yeast: yeast TOR pathway RPL19A-GFP modulation. S. cerevisiae RPL19A-GFP strain, flow cytometry, 3 h; hits give low values. percent response vs DMSO, % at 10 µM. AID 2025. 0.3% of 330,000 active;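 active = percent response vs DMSO below 50%; inconclusive = fewer than 70 events counted for the yeast strain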;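 also: median channel GFP fluorescence of the barcoded RPL19A-GFP strain; ratio of sample median GFP to plate DMSO average so 100% = DMSO; lower means less RPL19A-GFP as with rapamycin TOR inhibition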
# proCasp3 act: procaspase-3 (human) activation; recombinant procaspase-3 D3A, Ac-DEVD-pNA absorbance 405 nm; P42574; activation, % at 8.5 µM; AID 463141; 0.11% of 330,000 active;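 active = activation above the mean of all tested compounds plus 3 SD, cut at about 21% in these data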;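 also: 0% = DMSO alone and 100% = DMSO wells spiked with extra 5 µM PC-3 D3A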
# Target sequence (P42574 whole entry D9A/D28A/D175A): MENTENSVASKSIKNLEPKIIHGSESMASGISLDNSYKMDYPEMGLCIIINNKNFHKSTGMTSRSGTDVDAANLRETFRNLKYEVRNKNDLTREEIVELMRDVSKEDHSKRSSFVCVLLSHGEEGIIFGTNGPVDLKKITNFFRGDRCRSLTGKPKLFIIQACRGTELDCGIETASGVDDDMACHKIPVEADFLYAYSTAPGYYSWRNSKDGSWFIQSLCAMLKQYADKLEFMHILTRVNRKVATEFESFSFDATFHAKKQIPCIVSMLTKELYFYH
#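 Assay system – Procaspase-3 D3A mutant · Benchmarks – DMSO low control, extra-enzyme high control · Technique – 405 nm absorbance of p-nitroaniline, reads at 0 and 120 min · Doses – 8.5 µM nominal · Measure – % activation between DMSO and enzyme-spiked controls · Also added – Ac-DEVD-pNA chromogenic peptide substrate · Schedule – 1 h compound preincubation, 2 h substrate hydrolysis at 25 °C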
# JMJD2C inh: human JMJD2C demethylase inhibition; Q9H3R0; GST-JMJD2C(1-420) H3K9me3 demethylation, DELFIA europium; inhibition, % at 2.35 µM; 0.069% of 330,000 active; AID 2099;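 active = more than half of a compound's replicate wells show inhibition beyond 50%, single wells judged on their own value; inconclusive = some, but no more than half, of replicates pass 50% inhibition; inactive = no replicate passes 50% inhibition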;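 also: signal counts dimethyl H3K9 product captured on neutravidin plate; 0% = median of DMSO wells and 100% = 0.3 times that DMSO median; strong numbers were not always called active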
# Target sequence (Q9H3R0 1-420 limits assumed): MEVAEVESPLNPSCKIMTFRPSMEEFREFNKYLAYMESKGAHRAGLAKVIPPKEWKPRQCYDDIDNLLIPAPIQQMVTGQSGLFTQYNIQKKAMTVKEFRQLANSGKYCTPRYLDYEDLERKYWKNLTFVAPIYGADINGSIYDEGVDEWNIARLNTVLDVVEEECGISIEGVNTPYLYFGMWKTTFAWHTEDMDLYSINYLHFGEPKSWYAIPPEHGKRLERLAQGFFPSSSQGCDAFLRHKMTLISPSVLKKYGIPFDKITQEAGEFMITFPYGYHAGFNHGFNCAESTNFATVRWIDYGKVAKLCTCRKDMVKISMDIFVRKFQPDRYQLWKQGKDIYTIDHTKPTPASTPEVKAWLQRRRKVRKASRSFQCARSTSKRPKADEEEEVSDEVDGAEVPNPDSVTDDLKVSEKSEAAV
# Yeast superoxide: caloric restriction mimetics inhibiting age-related superoxide in yeast | S. cerevisiae aged cells, superoxide DHE fluorescence; hits give low values | superoxide response (% of plate mean), % at 10 µM | 0.18% of 330,000 active | AID 2690;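 active = superoxide response under a set limit, about three screen SD below normal, cut at about 65% in these data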;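 also: yeast aged for seven days with compound at 30 °C before DHE staining; 100% = average MFI of all compound-treated wells on the plate with controls excluded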
# proCasp7 act: counter-screen for procaspase-3 activators: activators of human procaspase-7 | 0.093% of 330,000 active | P55210 | activation, % at 8.5 µM | AID 463210 | recombinant procaspase-7, Ac-DEVD-pNA absorbance 405 nm; D23A/D198A/D206A triple mutant, cannot self-cleave; scale: DMSO 0, 5 µM enzyme 100;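 active = percent activation above the screen-wide mean plus 3 SD, cut at about 25% in these data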
# Target sequence (P55210 whole entry D23A/D198A/D206A): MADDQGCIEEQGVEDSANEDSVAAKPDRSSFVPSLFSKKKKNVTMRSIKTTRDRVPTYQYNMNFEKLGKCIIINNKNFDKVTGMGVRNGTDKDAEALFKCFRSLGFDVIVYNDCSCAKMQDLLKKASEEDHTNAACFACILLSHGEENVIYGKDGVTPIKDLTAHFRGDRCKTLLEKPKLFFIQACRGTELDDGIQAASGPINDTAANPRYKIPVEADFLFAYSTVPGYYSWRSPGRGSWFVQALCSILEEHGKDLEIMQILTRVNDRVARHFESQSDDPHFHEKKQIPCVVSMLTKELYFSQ
#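 buffer or medium = Zinc-free HEPES/NaCl buffer, pH 7.4 | material = Procaspase-7 triple mutant (PC-7 D3A) | input = 2 µM procaspase-7 mutant as dispensed | signal = Epi-absorbance of released pNA at 405 nm, two timepoints | timing = 1 h preincubation, 2 h reaction | replicates = singlicate compound testing | evaluation = % activation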
# MEP2-GFP yeast: alters MEP2-GFP fluorescence in TOR pathway yeast screen | S. cerevisiae MEP2-GFP strain, flow cytometry GFP, 3 h; 100% = DMSO control level | GFP response vs DMSO, % at 10 µM | 0.51% of 330,000 active;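 active = GFP response versus DMSO above a set limit, roughly screen mean plus 3 SD, cut at about 180% in these data; inconclusive = fewer than 70 cells counted for a yeast strain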;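 also: median GFP fluorescence of the barcode-gated MEP2-GFP cells per well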
# AHR act: human AHR activation. P35869. AHR-responsive luciferase reporter cells, luminescence. activation, % at 5 µM. 2.5% of 320,000 active; in the data active = activation above about 47%;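 also: 0% = vehicle wells and 100% = reference agonist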
# The depositor's hits bear a star; ? = inconclusive; [ ] = dose if it differs, or a comment.
SMILES,LAP4 TOR yeast,RPL19A-GFP yeast,proCasp3 act,JMJD2C inh,Yeast superoxide,proCasp7 act,MEP2-GFP yeast,AHR act
CCOC(=O)C1CCN(CC(=O)Nc2c(C(=O)OC)n(C)c3cccc(C)c23)CC1,91,95,-1,1,86,4,98,3
COc1ccc(NC(=O)CC2C(=O)N(Cc3ccccc3)C(=S)N2CCN2CCOCC2)cc1 (stereo not drawn),104,98,0,0,109,-4,103,1
COc1ccc(C(=O)N/N=C\c2coc3ccc(C)cc3c2=O)cc1,92,107,3,-10,100,-5,91,5
CC(=O)Nc1cccc(C(=O)N/N=C/c2cccnc2)c1,89,91,-14,6,90,-1,87,12
COc1ccccc1CNC(=O)c1ccc(S(=O)(=O)N2CCCC2)cc1,97,101,5,4,99,-1,89,-2
CCOC(=O)c1nnn(-c2nonc2-n2cccc2)c1CN1CCOCC1,93,95,12,5,107,3,92,-1
O=C(c1ccccc1)N(Cc1cccc(Br)c1)C1CCS(=O)(=O)C1 (stereo not drawn),90,91,1,-15,101,-9,100,1
CCOc1ccc(-c2cn(-c3ccccc3OC)c(=S)[nH]2)cc1,110,112,-1,5,70,-10,117,22
COC(=O)Cc1[nH]n(-c2ccccc2)c(=O)c1C=Nc1ccc(C)cc1,104,97,1,9,96,8,100,-3
O=C(Nc1ccc(Cl)c(Cl)c1)OCCNC(=O)c1cccc(Cl)c1,102,101,-4,-19,116,-16,104,15
COc1ccccc1N(CC(=O)NCCc1ccccc1)C(=O)CCC(=O)Nc1ccccn1,98,102,-10,2,105,-3,103,0
O=C(CCl)Nc1ccc(N2CCCCCC2)cc1,115,93,-5,2,100,-9,95,-2
Cc1cccc(OCC(=O)NCCNC(=O)c2ccco2)c1,94,104,-4,2,101,2,102,0
CCN(CC)C(=O)c1ccc(Nc2nnc(-c3ccc(O)cc3)c3ccccc23)cc1,102,100,2,-11,113,6,99,6
NC(=S)N/N=C/c1ccccc1OCCSc1ccc(Cl)cc1,104,101,-2,-6,102,-5,100,5
Cc1cc(C(C)(C)C)oc1C(=O)O,107,88,-3,-2,88,-4,84,-1
Cc1ccc(C)c(S(=O)(=O)NC(Cc2c[nH]c3ccccc23)C(=O)O)c1 (stereo not drawn),97,95,3,1,107,3,101,0
CN=C(c1ccc(C)cc1)n1c(=S)nc(-c2ccc(C)cc2)n(C)c1=S,96,94,-6,-2,110,-21,93,28
Cn1c(SCC(=O)N2CCCCC2)nc2c(c1=O)SCC2,93,101,4,-4,103,6,97,1
CCCCn1c(CN(Cc2ccccc2)Cc2ccccc2)nc2c1c(=O)n(C)c(=O)n2C,92,97,3,1,112,3,99,3
O=C(Nc1ccccc1)c1nsnc1C(=O)Nc1ccccc1,101,110,0,0,101,3,113,-6
CC(CC(=O)N(CCC1=CCCCC1)c1c(N)n(Cc2ccccc2)c(=O)[nH]c1=O)c1ccccc1 (stereo not drawn),107,96,16,-18,105,4,101,-3
Cc1cccc(C)c1OCCCCCNCCO,92,92,4,-9,84,-6,95,1
NC1=NC(=O)/C(=C\c2ccc(-c3ccc(Cl)cc3)o2)S1,109,96,-14,-6,99,-21,101,51*

# Arranged by length of the SMILES (high to low): some entries from above
SMILES,LAP4 TOR yeast,RPL19A-GFP yeast,proCasp3 act,JMJD2C inh,Yeast superoxide,proCasp7 act,MEP2-GFP yeast,AHR act
CCCCn1c(CN(Cc2ccccc2)Cc2ccccc2)nc2c1c(=O)n(C)c(=O)n2C,92,97,3,1,112,3,99,3
CCN(CC)C(=O)c1ccc(Nc2nnc(-c3ccc(O)cc3)c3ccccc23)cc1,102,100,2,-11,113,6,99,6
Cc1ccc(C)c(S(=O)(=O)NC(Cc2c[nH]c3ccccc23)C(=O)O)c1 (stereo not drawn),97,95,3,1,107,3,101,0
CN=C(c1ccc(C)cc1)n1c(=S)nc(-c2ccc(C)cc2)n(C)c1=S,96,94,-6,-2,110,-21,93,28
COC(=O)Cc1[nH]n(-c2ccccc2)c(=O)c1C=Nc1ccc(C)cc1,104,97,1,9,96,8,100,-3
COc1ccccc1CNC(=O)c1ccc(S(=O)(=O)N2CCCC2)cc1,97,101,5,4,99,-1,89,-2
COc1ccc(C(=O)N/N=C\c2coc3ccc(C)cc3c2=O)cc1,92,107,3,-10,100,-5,91,5
NC1=NC(=O)/C(=C\c2ccc(-c3ccc(Cl)cc3)o2)S1,109,96,-14,-6,99,-21,101,51*
CC(=O)Nc1cccc(C(=O)N/N=C/c2cccnc2)c1,89,91,-14,6,90,-1,87,12
O=C(Nc1ccccc1)c1nsnc1C(=O)Nc1ccccc1,101,110,0,0,101,3,113,-6
O=C(CCl)Nc1ccc(N2CCCCCC2)cc1,115,93,-5,2,100,-9,95,-2
Cc1cc(C(C)(C)C)oc1C(=O)O,107,88,-3,-2,88,-4,84,-1
Cc1cccc(C)c1OCCCCCNCCO,92,92,4,-9,84,-6,95,1

# The listing continues.
SMILES,LAP4 TOR yeast,RPL19A-GFP yeast,proCasp3 act,JMJD2C inh,Yeast superoxide,proCasp7 act,MEP2-GFP yeast,AHR act
O=C(COC(=O)CC1CCCC1)Nc1cccc(F)c1,97,99,4,4,88,2,98,0
CN(C)c1ccc(-c2cccc(C3CC=CC4C3C(=O)N(Cc3ccccc3)C4c3ccc(C(F)(F)F)cc3)c2)cc1 (stereo not drawn),95,99,2,7,106,3,110,3
O=C(COc1ccccc1N1C(=O)C2C3C=CC(C3)C2C1=O)c1ccccc1 (stereo not drawn),108,92,8,-13,104,9,92,-3
CN1CCc2c(sc3c2C(=O)NC(/C=C\c2ccccc2)N3)C1 (stereo not drawn),107[may fluoresce violet],59[may fluoresce violet],5,-4,108,0,673*[may fluoresce violet],10
O=C(CCN1C(=O)C2C3CC(C(Br)C3Br)C2C1=O)OCC(=O)c1ccccc1 (stereo not drawn),100,102,-9,-1,83,-10,101,0
COc1cc(O)c(C(CC(=O)N2CCN(c3ccccc3)CC2)c2ccc3c(c2)OCO3)c(OC)c1 (stereo not drawn),99,98,0,8,104,-2,104,4
CN(CC(=O)Nc1cccc(F)c1)C(=O)COc1ccc2c(c1)CCC2,86,93,-2,9,102,-10,93,1
CC(C)c1ccccc1NS(C)(=O)=O,111,102,2,87,103,5,105,0
Cc1cc(C)c2c(N)c(C(=O)Nc3ccc(F)cc3)sc2n1,106,95,-3,0,103,2,97,44
CC(C)(C)NC(=O)CSc1nnc(-c2ccccn2)n1Cc1ccccc1,110,103,1,4,93,0,109,-1
O=C(CNc1c(Br)cc(Br)cc1Br)NN=C1CCCCC1,107,106,10,7,104,7,114,9
Cc1ccc(C)c(NC(=O)c2cc(-c3cccnc3)nc3ccccc23)c1,93,101,-10,-6,105,9,102,5
Cc1cc(/C(O)=C2\C(=O)C(=O)N(CCN(C)C)C2c2ccncc2)ccc1OCc1ccccc1 (stereo not drawn),98,94,1,-17,111,8,89,-2
O=C(CCCc1ccccc1)NCc1ccccc1Cl,98,96,8,3,95,2,100,0
Cc1ccc(NC(=O)CSc2nnnn2C2CCCC2)cc1S(=O)(=O)N1CCOCC1,102,94,0,-6,106,4,96,0
CCCC(C)NC(=O)COC(=O)c1cccc(NS(C)(=O)=O)c1 (stereo not drawn),105,102,2,9,85,12,103,0
N#Cc1ccc(Cl)cc1NC(=O)COC(=O)c1ccc2c(c1)OCCO2,101,98,-2,-1,96,0,110,30
Cc1onc(-c2c(Cl)cccc2Cl)c1C(=O)N1CCN(c2ccccc2)CC1,97,100,-4,-10,109,12,97,10
O=S(=O)(c1ccc(Cl)c(C(F)(F)F)c1)N1CCN(CC(O)COCC2CCCO2)CC1 (stereo not drawn),97,97,3,-9,92,-3,99,5
Cc1ccccc1-n1c(O)c(/C=N/N2CCCCC2c2cccnc2)c(=O)[nH]c1=O (stereo not drawn),89,104,9,9,109,-3,103,2
COCCN(C(=O)c1c(C)noc1C)c1c(N)n(CC(C)C)c(=O)[nH]c1=O,89,97,3,5,100,7,94,-1
O=C(c1cc2ccccc2oc1=O)N1CCN(c2ncccn2)CC1,96,103,12,-13,92,2,103,4
COc1ccc2cc(C3(C)NC(=O)NC3=O)ccc2c1 (stereo not drawn),94,94,6,-8,99,-7,99,4
CCOC(=O)C1CCCN(C(=O)c2cnn3c(C(F)(F)F)cc(-c4ccccc4)nc23)C1 (stereo not drawn),100,96,4,11,96,4,100,-1
C=CCOC(=O)C1=C(C)NC(=O)NC1/C=C/c1ccccc1 (stereo not drawn),98,97,0,?,96,5,101,2
Cn1cc(SCC(=O)NCCc2ccccc2)c2ccccc21,108,96,4,3,113,5,101,10
O=C(Nc1ccc(C(=O)N2CCCCC2)cc1)c1cccs1,99,101,3,3,96,-10,105,-2
O=C(O)c1ccccc1C(=O)NNC(=O)C(c1ccccc1)c1ccccc1,106,94,-1,-1,104,-13,94,1
COc1cccc(-c2nc(CS(=O)CC(=O)NC3CCCC3)c(C)o2)c1 (stereo not drawn),105,110,1,-16,104,9,100,2
O=C(c1cc2ccccc2oc1=O)N(Cc1ccco1)CC1CCCO1 (stereo not drawn),92,101,-1,12,91,-4,106,-3
Cc1nc2c3ccccc3nc(NNC(=O)CCC(=O)NC(C)C)n2n1,99,105,0,7,97,0,108,2
CCOC(=O)c1c(-c2ccc(OC)cc2)csc1NC(=O)CNCc1ccco1,103,110,-2,4,117,-3,107,8
O=C(Nc1ccccn1)c1ccc(Cl)c(S(=O)(=O)N2CCCCCC2)c1,107,97,1,-2,103,6,100,7
CCN(CC)S(=O)(=O)c1cc(C(=O)OCC(=O)NC2CCCc3ccccc32)ccc1C (stereo not drawn),96,100,3,0,110,2,103,-2
O=C(Nc1ccccc1)Nc1nncs1,97,98,-1,6,102,-12,98,-1
COc1ccc2nc(SCC(=O)N3CC(=O)Nc4ccccc43)c(C#N)cc2c1,95,98,-1,1,99,1,96,43
COc1cccc(NC(=O)NC2CCN(Cc3nnnn3Cc3ccc4c(c3)OCO4)CC2)c1,112,99,-1,-3,103,-6,105,4

# Single records, from the list above. Order of screens: LAP4 TOR yeast	RPL19A-GFP yeast	proCasp3 act	JMJD2C inh	Yeast superoxide	proCasp7 act	MEP2-GFP yeast	AHR act
# Listed for O=C(CCCc1ccccc1)NCc1ccccc1Cl → 98	96	8	3	95	2	100	0
# Listed for O=C(Nc1ccc(Cl)c(Cl)c1)OCCNC(=O)c1cccc(Cl)c1 → 102	101	-4	-19	116	-16	104	15
